# HDAC3 inhib = HDAC3 deacetylase inhibitors, primary screen, biochemical, fluorescence, cell-free homogeneous | Histone deacetylase 3 (Homo sapiens), O15379 | recombinant HDAC3, fluorogenic peptide/trypsin coupled | 320,000 tested, 0.15% active | AID 2718, 2010 | inhibition, % at 8.3 µM; in the data active = inhibition above about 26%, passing the limit was not always enough; inconclusive = no clear call, values can overlap the other calls
# GSK3B inh = human GSK3beta kinase inhibitors, primary screen, biochemical, cell-free homogeneous, HTS; activity score (negative = inhibition), % at 10 µM; AID 2097, 2009; 300,000 tested, 0.038% active; Glycogen synthase kinase-3 beta (Homo sapiens), P49841; GST-GSK3beta kinase, ADP-Glo luminescence, 60 min; stronger effect = lower value;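 active = more than half of replicate wells score below -50%, meaning over 50% inhibition versus plate controls; inconclusive = some replicates but at most half score below -50%; inactive = no replicate scores below -50%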;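 note: 0% = median DMSO wells and -100% = median GW8510 positive control wells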
#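 Test system: GST-tagged human GSK3beta kinase, cell-free; evaluation: activity score scaled between in-plate DMSO and GW8510 controls; measured by: ADP-Glo luminescence; incubation: 60 min reaction, RT; benchmarks: DMSO and 20 µM GW8510; reagent: peptide substrate plus 25 µM ATP (final); medium: Tris/MgCl2 kinase buffer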
# PolyA inhibitor = polyadenylation inhibitors in yeast reporter cells, primary screen, luminescence, S. cerevisiae; calls only at 12 µM; S. cerevisiae SKY197-pL101 polyadenylation reporter, beta-gal luminescence; efflux-impaired pdr1/pdr3 knockout yeast; score 100 = 6 SD above DMSO; AID 1875, 2009; 300,000 tested, 0.02% active;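 active = lowest replicate activity score at least 50, where 100 means six control SD above control mean; inconclusive = lowest score under 50 but half or more replicates reach 50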;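 note: yeast exposed to compound for 9 h at 30 °C; higher score means more reporter readthrough which indicates perturbed polyadenylation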
# AI-2 QS mod = Vibrio harveyi AI-2 quorum sensing modulators, primary screen, JMH597 strain, luminescence/OD600 ratio | 300,000 tested, 0.4% active | activity change, % at 7.5 µM | Vibrio harveyi JMH597 AI-2 luminescence/OD600 ratio, 9 h; stronger effect = lower value; strain lacks LuxN and CqsS sensors; 0 = neutral-control median; in the data active = activity change below about -75%, passing the limit was not always enough; inconclusive = no clear call, values can overlap the other calls;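 note: luminescence divided by OD600 gain over 9 h not by final OD600 alone; inactives centre near 13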
# Platelet DG rel = inhibitors of platelet dense granule secretion, primary screen, cell-based, MLPCN, human platelets | human platelet-rich plasma, SFLLRN dense granule ATP release, luminescence | inhibition, %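 (compounds screened at 7.5 µM in platelet-rich plasma)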 | 300,000 tested, 0.22% active;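 active = mean replicate score, as percent of positive control, at or above 50; inconclusive = mean below 50 but at least one replicate at or above 50; inactive = mean and every replicate below 50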
# GSK3 alpha inh = blockers of GSK3A enzyme activity – biochemical, luminescence, cell-free homogeneous, HTS, primary screen | GSK-3 alpha kinase, ADP-Glo luminescence, 60 min | 320,000 tested, 0.1% active | Glycogen synthase kinase-3 alpha (Homo sapiens), P49840 | inhibition, % at 10 µM;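 in the data active = inhibition above about 50%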;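 note: GST-tagged GSK-3 alpha with peptide substrate and 25 µM ATP; 0% = DMSO neutral wells and 100% = GW8510 positive control wells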
# Target sequence (P49840 whole entry, looked up): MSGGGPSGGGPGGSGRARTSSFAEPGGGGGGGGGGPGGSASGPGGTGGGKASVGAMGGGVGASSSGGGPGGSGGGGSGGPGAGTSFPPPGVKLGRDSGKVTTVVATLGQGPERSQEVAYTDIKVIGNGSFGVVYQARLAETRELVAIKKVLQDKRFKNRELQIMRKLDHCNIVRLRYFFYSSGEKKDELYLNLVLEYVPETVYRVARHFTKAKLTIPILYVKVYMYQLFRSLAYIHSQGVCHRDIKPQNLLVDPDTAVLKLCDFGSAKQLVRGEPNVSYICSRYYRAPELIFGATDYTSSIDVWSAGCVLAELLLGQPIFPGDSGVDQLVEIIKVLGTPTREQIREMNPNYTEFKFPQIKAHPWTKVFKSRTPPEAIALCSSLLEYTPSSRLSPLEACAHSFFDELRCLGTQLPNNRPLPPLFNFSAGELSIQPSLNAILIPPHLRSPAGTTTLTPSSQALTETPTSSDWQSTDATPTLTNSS
# HSF1 inhib = HSF1 inhibitors in luciferase reporter cells, primary screen, cell-based, NIH3T3, luminescence; NIH3T3-HGL HSE-luciferase, MG132-induced, luminescence 8 h; stronger effect = lower value; activity change, negative = inhibition, % at 7.5 µM (by protocol); 300,000 tested, 0.77% active; AID 2098, 2009;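 active = more than half of replicate wells show activity change below -50%, luminescence cut by over half; inconclusive = some wells, but at most half, below -50%; inactive = no replicate well below -50%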;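 note: luciferase reports HSF-1 transcriptional activity via heat shock element; 0% = median of DMSO wells and -100% = zero luminescence signal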
# HSF1 activator = HSF-1 activators, primary screen, NIH3T3-HGL cells, MG132 stress, luminescence, single point; 300,000 tested, 1.7% active; activation, % at 9 µM; NIH3T3-HGL HSF-1 luciferase reporter, 8 h; 100% = twice DMSO control signal; AID 504408, 2011;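 active = mean replicate activation of at least 50% with a set share of replicates each reaching 50%; inconclusive = only one of those two conditions met; inactive = mean below 50% and too few replicates reaching it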;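 note: 0% = median of the neutral control wells and 100% = twice that signal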
# HSP90 inh = HSP90 inhibitors, primary screen, cell lysate, luminescence | inhibition, % at 5.6 µM | Heat shock protein HSP 90 (rabbit reticulocyte lysate; luciferase refolding) | Rabbit reticulocyte lysate, luciferase refolding luminescence, 3 h | AID 1789, 2009 | 290,000 tested, 0.91% active;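 active = inhibition above the screen-wide mean plus 3 SD, computed separately per campaign, cut at about 16% in these data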;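 note: 0% = DMSO wells and 100% = 60 µM geldanamycin wells; inhibitors lower the luminescence because luciferase stays unfolded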
# Dyrk1A ADPGlo = rat Dyrk1A kinase inhibitors, primary screen, biochemical, single point, plate reader. ADP-Glo luminescence, NFATc1 peptide. inhibition, % at 12.5 µM. 310,000 tested, 0.43% active. AID 504441, 2011; in the data active = inhibition above about 50%;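 note: plate controls were vehicle with enzyme for no effect and no enzyme for full effect; many of its hits are not listed in these tables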
# Numbers without * were called inactive; i = inactive; ? = inconclusive; nt = not tested or not shown. Not all compounds are listed; rates above refer to the full screens.
structure | HDAC3 inhib | GSK3B inh | PolyA inhibitor | AI-2 QS mod | Platelet DG rel | GSK3 alpha inh | HSF1 inhib | HSF1 activator | HSP90 inh | Dyrk1A ADPGlo
COc1ccc(OCC(O)CN(C)C(=O)C(C)Oc2ccccc2)cc1 (stereo not drawn) | -2.5 | 1.0 | i | 15.9 | 1.2 | -1.5 | -1.7 | 3.5 | -0.7 | -1.1
COc1ccc(OCC(=O)N2CCN(c3nnc(-c4ccc(C)cc4)c4ccccc34)CC2)cc1 | 11.3 | 3.5 | i | 4.9 | -5.4 | -0.6 | 0.4 | 19.7 | 1.3 | nt
COCC(=O)Nc1ccccc1NC(C)=O | nt | 2.9 | i | 6.9 | 4.5 | -0.1 | 5.7 | -1.9 | 0.0 | 1.0
Cc1ccc(C)c(OCCCCn2cnc3ccccc3c2=O)c1 | -0.7 | 2.5 | i | 12.8 | 14.5 | -4.8 | 6.1 | 17.6 | -2.1 | 2.4
O=c1cc(CO)oc(C(Nc2ccccn2)c2ccc(F)cc2)c1O (stereo not drawn) | 10.3 | -2.5 | i | 17.0 | 4.1 | -2.3 | 10.2 | 7.4 | -0.8 | -0.3
CN(Cc1ccccc1)Cc1nc2c(c(=O)n(C)c(=O)n2C)n1Cc1ccccc1Cl | -5.8 | 2.9 | i | 21.5 | -0.9 | nt | -3.5 | -3.1 | 1.2 | -6.3
N#Cc1ccccc1N=C1CCCN1Cc1ccccc1 | -2.8 | 1.3 | i | 21.7 | 1.7 | 3.3 | 1.7 | -4.8 | -0.3 | nt
Cc1c(/C(O)=C2\C(=O)C(=O)N(CCN(C)C)C2c2ccccc2)cnn1-c1ccccc1 (stereo not drawn) | -1.8 | 0.0 | i | 29.4 | -3.9 | -2.9 | -63.3* | -63.5 | 26.9* | nt
O=C1C(Cc2ccccc2)C(c2ccccc2)N1c1ccccc1 (stereo not drawn) | 0.6 | 1.5 | i | 24.5 | -3.4 | nt | 3.1 | 7.3 | 2.2 | -2.5
CC(C)NC(=O)COC(=O)c1ccc(Cl)c(S(=O)(=O)N2CCCC2)c1 | -3.4 | 1.9 | i | 1.1 | nt | 0.0 | -3.0 | -3.2 | 0.7 | nt
Cc1nn(Cc2ccccc2)c2c1C(c1ccco1)C(C#N)=C(N)O2 (stereo not drawn) | 6.9 | 1.4 | i | 1.9 | 49.3 | -4.6 | -0.2 | -10.9 | 2.5 | -7.1
O=C(Oc1ccccc1C(=O)Nc1ccccc1)c1ccc(Br)c([N+](=O)[O-])c1 | -23.1 | 2.5 | i | 29.7 | -4.0 | 0.2 | 21.5 | 28.9 | -3.2 | -1.1
O=[n+]1c2c(n([O-])c3cc(Br)ccc31)CCCC2 | -1.0 | 2.7 | i | 4.2 | 8.4 | 2.0 | 2.8 | -18.8 | -3.6 | -1.0
O=[N+]([O-])c1ccc(N/N=C\c2ccccc2OCc2ccccc2)cc1 | -0.2 | 0.5 | i | 11.7 | 8.9 | -2.4 | -4.3 | 4.9 | 0.6 | -2.8
COc1ccc(NCc2ccsc2)cc1 | 5.6 | 2.0 | i | 10.8 | -3.5 | -2.4 | 3.7 | 10.7 | -5.8 | 5.4
c1ccc(-c2nnc(-c3ccccc3)c(-c3c[nH]c4ccccc34)n2)cc1 | -1.7 | -4.2 | i | -10.5 | 1.7 | 3.2 | -11.0 | 1.8 | -0.3 | 1.6
Cc1ccc(C2c3sc(=O)[nH]c3SC3C4CC(C5C(=O)N(C(C)C(=O)O)C(=O)C45)C23)cc1 (stereo not drawn) | 0.7 | 2.7 | i | 12.9 | 6.4 | 1.8 | -7.8 | -4.5 | -0.8 | 0.6
O=C(CSc1ccc(-c2ccccn2)nn1)Nc1nccs1 | -11.6 | -2.9 | i | 23.1 | 0.3 | -1.6 | 6.7 | -14.9 | -0.7 | -3.8
COc1ccc(C(=O)NC(C(=O)NCC2CCCO2)C(C)C)cc1 (stereo not drawn) | -2.3 | -3.2 | i | 1.7 | 2.9 | -0.6 | 6.3 | 25.6 | 0.3 | nt
O=C(/C=C/c1ccco1)Nc1ccccc1N1CCOCC1 | 2.1 | 0.9 | i | 3.6 | 11.1 | 0.8 | 4.1 | -21.0 | -0.3 | -7.1
C=CCNc1nc2c(c(=O)n(C)c(=O)n2C)n1CC | 5.2 | 0.9 | i | 26.4 | -10.4 | 0.7 | -7.8 | -6.9 | -0.6 | 5.7
COc1ccc(S(=O)(=O)CCC(=O)Nc2c(C)cccc2C)cc1 | -0.7 | -0.2 | i | -0.7 | -9.1 | 0.5 | 3.3 | 12.1 | -4.0 | 3.9
CCN(CC)S(=O)(=O)c1ccc(NC2CCN(Cc3ccccc3)CC2)nc1 | -2.0 | -1.3 | i | 18.4 | 3.0 | -2.0 | -0.9 | 6.8 | -4.8 | -5.5
CCOC(=O)c1c(C)[nH]c(C(=O)C(C)OC(=O)c2cccc(OCc3c(C)noc3C)c2)c1C (stereo not drawn) | 19.2 | -1.4 | i | 14.1 | -0.3 | 0.2 | 15.4 | ? | 1.4 | -3.8
CN(C)C(=O)OCC1COc2ccccc2O1 (stereo not drawn) | -4.3 | 0.2 | i | -1.7 | 1.0 | -5.8 | 9.0 | 12.4 | 1.6 | 3.8
Cc1ccc2nc(/C(C#N)=C\c3cc(O)ccc3[N+](=O)[O-])[nH]c2c1 | 7.7 | -1.4 | i | 16.2 | -4.0 | 4.4 | 5.0 | 16.8 | 5.6 | 76.9*

# From PubChem BioAssay
